# APEX1 inh: blocks human APE1 abasic DNA cleavage | P27695 | recombinant APE1, TAMRA/BHQ-2 abasic DNA cleavage fluorescence | Potency, µM (top dose mostly 65.8 µM), for the others: top-dose activity change, negative = inhibition, usual class: inhibitors | hit rate 0.35% among 350,000;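 also: potency is read from the fitted curve at half-maximal effect; plate controls were vehicle for no effect and reference inhibitor for full effect; nearly all actives have a fitted effect of over 55% in size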
#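 0.75 nM APE1 + cpd, 15 min RT; start w/ 50 nM TAMRA/BHQ-2 THF-abasic dsDNA; kinetic fluor 525/598 nm ×3 reads @60 s; Δ(read3−read1); normalized to DMSO and NSC13755 control wells.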
# BLM helicase inh: blocks DNA unwinding by human BLM helicase; P54132; Potency, µM (top dose mostly 56.1 µM), without a hit: at the top dose activity change, negative = inhibition, most hits filed as inhibitors; recombinant BLM DNA unwinding, fluorescence dequenching; hit rate 0.2% among 350,000;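 also: potency is read from the fitted curve at half-maximal effect; plate controls were vehicle for no effect and no enzyme for full effect; nearly all actives have a fitted effect of over 35% in size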
# POLK inh: inhibitors of human DNA polymerase kappa. Potency, µM (doses to about 107 µM), for the others: at the top dose activity, negative = inhibition, hits mostly inhibitors. AID 588579. Q9UBT6. hit rate 0.53% among 400,000. purified Pol kappa, fluorescent DNA synthesis assay, 10 min; also: potency is read from the fitted curve at half-maximal effect; % is scaled to controls: 0 for no effect and ±100 for the full control effect
# Target sequence (Q9UBT6 whole entry, looked up): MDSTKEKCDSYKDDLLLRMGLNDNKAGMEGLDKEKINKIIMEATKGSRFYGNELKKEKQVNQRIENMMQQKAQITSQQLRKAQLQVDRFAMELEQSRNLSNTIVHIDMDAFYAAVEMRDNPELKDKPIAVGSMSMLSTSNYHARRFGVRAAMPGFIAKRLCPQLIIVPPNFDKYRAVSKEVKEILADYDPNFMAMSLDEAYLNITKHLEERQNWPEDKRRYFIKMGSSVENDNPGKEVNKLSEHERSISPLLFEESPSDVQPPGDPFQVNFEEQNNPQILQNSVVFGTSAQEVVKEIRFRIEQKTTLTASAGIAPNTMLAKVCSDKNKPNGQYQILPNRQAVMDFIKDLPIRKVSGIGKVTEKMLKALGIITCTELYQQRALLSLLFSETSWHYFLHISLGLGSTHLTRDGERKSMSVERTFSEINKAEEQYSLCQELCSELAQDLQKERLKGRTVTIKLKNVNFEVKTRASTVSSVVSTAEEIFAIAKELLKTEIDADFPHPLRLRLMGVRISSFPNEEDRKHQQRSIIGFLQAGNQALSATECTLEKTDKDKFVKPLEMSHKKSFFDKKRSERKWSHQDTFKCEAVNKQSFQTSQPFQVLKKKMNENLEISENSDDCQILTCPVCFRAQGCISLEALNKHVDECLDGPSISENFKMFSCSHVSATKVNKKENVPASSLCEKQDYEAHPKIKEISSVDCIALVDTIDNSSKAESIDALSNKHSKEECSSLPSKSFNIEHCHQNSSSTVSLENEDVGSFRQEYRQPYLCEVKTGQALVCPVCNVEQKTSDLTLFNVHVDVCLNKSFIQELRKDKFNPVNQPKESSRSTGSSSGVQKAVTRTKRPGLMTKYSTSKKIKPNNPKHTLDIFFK
#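 10 nM Pol kappa preincubated 15 min at room temperature with compounds, then reaction started with substrate at 50 nM final. Fluorescence read kinetically at 0 and 10 min; buffer-only wells served as negative control.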
# Anesthetic bind: candidate novel general anesthetic via apoferritin binding. hit rate 0.074% among 350,000. apoferritin/1-aminoanthracene competitive binding, fluorescence. P02791. Potency, µM (series often up to 77.5 µM), for inactives: at the highest dose activity change, negative = displacement, actives largely listed as inhibitors; also: potency is read from the fitted curve at half-maximal effect; % is scaled to controls: 0 for no effect and ±100 for the full control effect; nearly all actives have a fitted effect of over 20% in size
# Target sequence (P02791 2-175 limits assumed): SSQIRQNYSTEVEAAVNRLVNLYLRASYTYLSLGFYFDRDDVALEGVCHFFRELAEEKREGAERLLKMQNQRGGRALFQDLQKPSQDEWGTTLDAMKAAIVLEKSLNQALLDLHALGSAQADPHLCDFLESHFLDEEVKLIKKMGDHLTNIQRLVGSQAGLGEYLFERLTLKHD
#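 Horse-spleen apoferritin (10 uM) in 50% saturated 1-aminoanthracene in PBS was incubated 10 min at room temperature with compound. Fluorescence (ex 380, em 535 nm) was normalized to free and bound 1-AMA, with concentration-response fitted by a four-parameter Hill equation.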
# ERG-DNA inh: inhibitors of human ERG Ets domain-DNA interaction; fluorescence polarization, His-ERG Ets domain / labelled DNA; Potency, µM (titrated, usually from 76.9 µM), for the others: at the highest dose FP activity, negative = inhibition, most hits filed as inhibitors; hit rate 0.028% among 370,000; active = well fitted inhibition curve with a large enough effect in the polarisation, with a control signal flat; inconclusive = small, poorly fitted or top-dose-only effect, or effect the other way, or a change in a side signal; inactive = no such curve, though single readings can be large or run the other way; the % refers to the polarisation;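 also: polarization taken with two DNA probes labelled with fluorescein and Texas red; potency is read from the fitted curve at half-maximal effect; % of control where 0% means no effect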
#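 His-tagged ERG Ets domain (1 uM in the protein solution; 300mM KCl, 50mM Tris-HCl, 1mM EDTA, 1mM DTT, pH 7.5) received compound, then a probe mix of 5 nM fluorescein-DNA and 100nM Texas-615-DNA. Fluorescence polarization was read for both dyes.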
# Pol beta inh: DNA polymerase beta (human) inhibition; hit rate 1.3% among 340,000; Pol beta primer extension/strand displacement, fluorescence kinetic; P06746; Potency, µM (highest dose often 114 µM), inactives show at the highest dose activity change, negative = inhibition, hits mostly inhibitors; also: potency is read from the fitted curve at half-maximal effect; % is scaled to controls: 0 for no effect and ±100 for the full control effect
#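 Pol beta (10 nM) was preincubated with compound for 15 min at room temperature. The reaction was then started with 50 nM substrate and read immediately and after a further 10 min at room temperature.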
# TRHR ag: TRH receptor (human) agonism | TRHR cells, calcium flux fluo-8, FDSS agonist mode | AID 493084 | hit rate 0.18% among 360,000 | P34981 | activation, % at 2 µM; in the data active = activation above about 30%; also: 0% is about no effect
#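 In this calcium-flux screen, cells bearing human TRHR are dye-loaded with fluo-8, baselined for 10 cycles, then exposed to library compounds; positive kinetic calcium responses during the agonist phase mark hits, with TRH as control.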
# Pol iota inh: blocks human DNA polymerase iota activity. Q9UNA4. Pol iota fluorescent replication assay, 10 min. Potency, µM (titrated, usually from 115 µM), for the others: at the top dose activity, negative = inhibition, hits mostly inhibitors. hit rate 1% among 390,000; also: potency is read from the fitted curve at half-maximal effect
#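 Fluorescent replication assay read twice, at 0 min and 10 min after adding 50 nM (final) substrate. Enzyme (10 nM) and compounds were first incubated 15 min at room temperature; enzyme-free buffer wells were negative controls.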
# 12-LOX inh: inhibitors of human 12S-lipoxygenase ALOX12; P18054; purified 12hLO, xylenol orange hydroperoxide absorbance; Potency, µM (titrated, usually from 108 µM), for the others: top-dose activity change, negative = inhibition, most hits filed as inhibitors; hit rate 1.1% among 580,000; also: potency is read from the fitted curve at half-maximal effect; % is scaled to controls: 0 for no effect and ±100 for the full control effect
#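 Purified human 12hLO (150 nM final) in 25 mM Hepes, 0.01% Triton X-100, pH 7.0 was preincubated 15 min at room temperature with compound. Then 40 uM arachidonic acid was added, 30 min. Hydroperoxide was read by Fe-XO absorbance ratio 573/405 nm.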
# The depositor's hits bear a star; ? = inconclusive; nt = no result given; [ ] = dose if it differs, or a comment. Unless noted, calls follow the shape of the dose curve; as a rule, active = well fitted curve in the direction sought with a large enough effect; inconclusive = small, poorly fitted or top-dose-only effect, or another doubt; inactive = no such curve, though single readings can be large; an effect the other way counts as inactive or inconclusive. The list is partial; count on the stated rates, not on these rows.
SMILES,APEX1 inh,BLM helicase inh,POLK inh,Anesthetic bind,ERG-DNA inh,Pol beta inh,TRHR ag,Pol iota inh,12-LOX inh
N#CC1=C(N)OC2=C(C(=O)CCC2)C12CCC1(CC2)OCCO1,4%,-1%,-11%,-8%,-4%,36%,-0.2,8%,58%[activator]
CC(C)Oc1ccc(C2C(C#N)=C(N)Oc3c2oc(CO)cc3=O)cc1 (stereo not given),-6%,-4%,-26%,-2%,10%,2%,0.0,251%[activator],-6%
Cc1cc(C)c(NC(=O)C(=O)NCCc2csc(-c3ccc(F)cc3)n2)c(C)c1,nt,-1%,-10%[60.1 µM],8%,-1%,10%,0.0,-28%,-27%
CC(=O)Nc1cccc(/C(C)=N/NC(=O)c2cc(-c3ccncc3)nc3ccccc23)c1,-2%,1%,-2%,-12%,3%,?,0.5,20%,-8%
COc1ccc(CC(=O)OCC(=O)NNC(=O)c2ccccc2)cc1,9%,nt,-11%,nt,10%,nt,nt,?,-7%
CC1CC(C)CN(CCCNC(=O)Cc2c(C(=O)O)n(C)c3ccccc23)C1 (stereo not given),-5%,-1%,-5%,-7%,nt,40%,0.7,-10%,23%
CCOc1ccc(S(=O)(=O)N2CCN(C(=O)c3cc4ccccc4o3)CC2)cc1,17%,nt,-9%,nt,14%,nt,nt,-29%,2%
C/C(=N/NC(=O)CNc1ccc(Cl)cc1C)c1ccc(C)cc1,3%,-6%,3%,-20%,8%,22%,2.7,111%[activator],5%
CNC(=O)/C(=C\c1ccc2c(c1)OCO2)NC(=O)c1ccc(Br)cc1,0%,1%,-10%,-4%,2%,-7%,0.6,14%,-5%
CCOc1ccc2[nH]c(=O)c(CN(Cc3nnnn3Cc3ccccc3)CC3CCCO3)cc2c1 (stereo not given),12%,0%,-2%,-5%,nt,9%,-0.5,10%,-27%
c1ccc2[nH]c(-c3cscn3)nc2c1,-1%,-1%,-17%,-4%,-4%,-7%,0.2,8%,0%
CCN1CCc2c(sc(NC(=O)c3ccc4ccccc4c3)c2C(N)=O)C1,36%,49%[activator],nt,-17%,nt,18%,28,nt,15%
OCCNC(=S)c1ccccc1,-2%,-10%,-17%,4%,-5%,?,0.6,1%,180%[activator]
COC(=O)c1sccc1NC(=O)CSc1ccccc1NS(=O)(=O)c1ccc(Cl)cc1,-2%,-6%,-11%,?,-3%,-23%,nt,-13%,0%
O=C(O)CCCNS(=O)(=O)c1cccs1,2%,3%,-9%,-6%,0%,45%,0.4,-3%,451%[activator]
CSc1ccc(C2C(C(=O)c3ccco3)=C(O)C(=O)N2c2nnc(SC)s2)cc1 (stereo not given),-17%,-3%,-1%,-21%,8%,-28%,18,?,40µM*
CCOP(=O)(c1ccc(N(C)C)cc1)C(O)c1ccccc1OC (stereo not given),1%,-1%,-9%,-4%,-2%,-11%,0.4,16%,-27%
C=CCn1c2ccccc2c2nnc(SCC(=O)Nc3c(C)n(C)n(-c4ccccc4)c3=O)nc21,1%,2%,-11%,?,2%,?,-0.9,?,458%[activator]
CC12CNCC(C)(CN(C3(O)C(=O)Nc4ccc(Br)cc43)C1)C2=O (stereo not given),-2%,4%,-12%,-14%,-9%,-25%,-1.1,36%,3%
O=C(Nc1cccc([N+](=O)[O-])c1)c1[nH]ncc1Cl,-11%,0%,-1%,6%,16%,-29%,0.7,-8%,?
COc1ccc(CNC(=O)CCn2c(=O)oc3ccccc32)cc1,0%,-2%,9%,-7%,-8%,37%,0.1,-6%,0%
CN(C(=O)/C=C/c1ccco1)c1ccccc1C(=O)O,?,7%,?,-1%,1%,18µM*,0.0,?,-21%
CC(C)Oc1ccc(S(=O)(=O)N2CCOCC2)cc1NC(=O)C1COc2ccccc2O1 (stereo not given),13%,nt,5%,nt,12%,nt,0.4,5%,69%[activator]
COc1ccc(Nc2ccc(S(=O)(=O)N3CCCCC3)cc2[N+](=O)[O-])cc1OC,-2%,-9%,-11%,-13%,2%,-28%,0.6,10%,5%
O=C(COC(=O)c1ccco1)Nc1ccccc1,3%,1%,-6%,-13%,-3%,18%,0.5,12%,14%
Cc1ccc(-c2ccc(/C=C(\C#N)C(N)=S)o2)c([N+](=O)[O-])c1,6%,-14%,-9%,?,14%,-4%,0.1,50%[activator],?
O=C(CCNC(=O)c1ccc(Cl)cc1)Nc1ccc(F)cc1F,-5%,3%,-14%,-5%,0%,5%,-0.4,27%,-18%
CCC1=NN2C(=N)/C(=C\c3cccn3-c3ccc(OC)cc3)C(=O)N=C2S1,-6%,-12%,-10%,?,9%,0%,-0.5,?,?
OCc1ccc2c(c1)c(-c1ccc3c(c1)OCCO3)c(-c1ccccc1)n2-c1ccccc1,-17%,nt,-9%,nt,0%,nt,0.3,47%[activator],-23%
O=C(CN1CCN(S(=O)(=O)N2CCOCC2)CC1)Nc1ccc(Cl)c(Cl)c1,-13%[12.4 µM],1%,-3%,4%,4%,40%,0.6,107%[activator],1%
CCN(C(=O)Cn1c(=O)n2nc(CCn3nc(C)cc3C)nc2c2ccccc21)c1cccc(C)c1,3%,-3%,3%,-13%,-5%,4%,0.2,0%[58.9 µM],24%
COc1ccc2cc(C(=O)C3CCCN(C(=O)c4cc(=O)n(C)c(=O)n4C)C3)ccc2c1 (stereo not given),2%,2%,3%,-1%,0%,-1%,-0.2,55%[activator],-13%
COC(=O)c1sc(-c2ccc(C(C)(C)C)cc2)cc1NC(=O)CSCC(=O)O,-1%,-17%,9%,5%,0%,-7%,-0.8,79µM*,?
COCCC(=O)N1CCC(Oc2ccc(C(=O)NCc3csc(C)n3)cc2)CC1,88%[activator],1%,14%,-2%,-7%,13%,-0.8,36%[activator],25%
COc1ccc2[nH]c3c(c2c1)CCN1C(=O)C(CC(=O)NCCCn2ccnc2)C[C@H](C(=O)N2CCCCC2)[C@@]31C (stereo not given in full),16%,nt,-8%,nt,11%,nt,nt,23%,42%[activator]
CN(C)S(=O)(=O)c1cccc(NC(=O)/C=C/c2ccc(S(=O)(=O)N3CCOCC3)cc2)c1,-14%,nt,-1%,nt,2%,nt,0.6,17%,-10%
CN1C(=O)C(CC(=O)Nc2ccc3c(c2)Cc2ccccc2-3)N(C)C1=O (stereo not given),-6%,-2%,-6%,-3%,11%,1%,0.7,-2%,0%
CCc1ccc(OCCCC(=O)Nc2ccc(N3CCCCC3)cc2)cc1,-2%,2%,-19%,-9%,-1%,85%,-1.0,9%,-5%
CCNc1ncc2nc(-c3cccc(C#N)c3)c(=O)n(C)c2n1,16%,0%,-5%[60.1 µM],nt,nt,nt,nt,nt,0%
COc1ccc(C(=O)N(C)C2(C)CCS(=O)(=O)C2)cc1OC (stereo not given),-12%,nt,9%,nt,-6%,nt,-0.5,-23%,12%
CC1CCCN(CCCNC(=O)c2ccc3c(c2)N(Cc2ccc(Cl)cc2)C(=O)c2ccccc2S3(=O)=O)C1 (stereo not given),nt,0%,-4%,?,-5%,14%,4.0,29%,?
COc1ccccc1NC(=O)CSc1nnnn1-c1ccc2c(c1)OCO2,-6%,-9%,-4%,-12%,nt,1%,0.2,60%,-12%[57.4 µM]
O=C(NCC(c1ccc(F)cc1)N1CCOCC1)c1cccnc1Sc1ccccc1 (stereo not given),25%,nt,3%,nt,3%,nt,0.3,29%,9%
CCC(=O)Nc1c(-c2cccs2)c(=O)c2ccccc2n1C,22%,-5%,-16%,-8%,-7%,4%,0.3,12%,-5%
CCn1nc(C)c2c(-c3ccccc3)cc(=O)n(C(C)C(=O)Nc3cccc(F)c3)c21 (stereo not given),nt,-8%,24%,0%,1%,0%,0.9,21%,?
Cc1ccc(C)c(NC(=O)CSc2c(C)cnc3c2c(=O)n(C)c(=O)n3C)c1,nt,0%,-6%[60.1 µM],-7%,2%,21%,-0.1,35%[activator],-15%
Cn1c(-c2ccccc2)cnc1NCc1ccccc1,-3%,5%,-18%,-5%,4%,11%,-0.3,1%,?
CCCCn1c(N)c(N(Cc2ccccc2OC)C(=O)CCC(C)C)c(=O)[nH]c1=O,0%,-7%,-9%,-1%,-21%,-2%,-1.2,15%,-3%
Cc1cc(C)cc(NC(=O)C2CCN(C(=O)c3cnn(-c4ccccc4)c3-n3cccc3)CC2)c1,nt,-14%,-8%,?,0%,-30%,-1.1,-11%,-1%
CCOC(=O)N1CCC(Nc2c(NCCCN(CC)CC)c(=O)c2=O)CC1,-2%,3%,-5%,0%,-7%,13%,0.0,-6%,?

# One compound at a time, as listed above. Order of values: APEX1 inh	BLM helicase inh	POLK inh	Anesthetic bind	ERG-DNA inh	Pol beta inh	TRHR ag	Pol iota inh	12-LOX inh
# `CCOC(=O)N1CCC(Nc2c(NCCCN(CC)CC)c(=O)c2=O)CC1` is entered as -2%	3%	-5%	0%	-7%	13%	0.0	-6%	?
# `Cc1cc(C)cc(NC(=O)C2CCN(C(=O)c3cnn(-c4ccccc4)c3-n3cccc3)CC2)c1` is entered as nt	-14%	-8%	?	0%	-30%	-1.1	-11%	-1%
# `O=C(NCC(c1ccc(F)cc1)N1CCOCC1)c1cccnc1Sc1ccccc1` (stereo not given) is entered as 25%	nt	3%	nt	3%	nt	0.3	29%	9%

# The list goes on:
SMILES,APEX1 inh,BLM helicase inh,POLK inh,Anesthetic bind,ERG-DNA inh,Pol beta inh,TRHR ag,Pol iota inh,12-LOX inh
CCNC(=S)Nc1cc(OCC)c(NC(=O)c2ccco2)cc1OCC,6%,-11%,1%,5%,-4%,2%,-0.3,-9%,-24%
COc1ccccc1-c1nnn(CC#N)n1,-4%,-1%,-5%,-6%,nt,8%,-0.7,-16%,-15%
COC(=O)c1ccc(Cl)cc1NC(=O)N(Cc1ccc(C)o1)C1CCN(C(C)=O)CC1,nt,-3%,-3%,-1%,3%,2%,-0.6,11%,7%
COC(C[C@H]1O[C@@H]1[C@@H](O)[C@H](C)OCc1ccccc1)OC,0%,1%,8%,-3%,-4%,3%,-0.1,24%,-1%
